DYRK1A inh – inhibitors of rat Dyrk1A kinase; AID 504441; actives 0.43% (n = 310,000); inhibition, % at 12.5 µM; ADP-Glo luminescence, NFATc1 peptide; Q63470; in the data active means inhibition above about 50%;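 further: plate controls were vehicle with enzyme for no effect and no enzyme for full effect; many of its hits are not listed in these tables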
KCNQ1 inh – human KCNQ1 channel inhibition; actives 1.3% (n = 310,000); AID 2642; CHO-K1 KCNQ1, FluxOR thallium flux fluorescence; active compounds read high; B-score at 10 µM;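 active means compounds whose thallium flux B-score, printed positive for inhibition, exceeds three library SD while starting fluorescence stays within three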;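 further: channel opened by potassium depolarization with thallium stimulus after 20 min compound exposure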
KCNK9 inh – human KCNK9 channel inhibition | actives 1.2% (n = 310,000) | HEK293 KCNK9, FluxOR thallium flux fluorescence; active compounds read low | B-score at 10 µM | Q9NPC2;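 active means ratio B-score over 3 SD below the library mean, with starting fluorescence within 5 SD of its mean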;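 further: negative B-score means less thallium flux so channel inhibition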
RGS4 inh – human RGS4 inhibition. HEK293 M3R/RGS4 inducible, Fluo-4 calcium flux; active compounds read high; triggered by carbachol at its EC20. P49798. AID 463165. B-score at 10 µM. actives 0.45% (n = 310,000);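 active means B-score, a plate-corrected calcium signal, over three deviations above library mean, with baseline fluorescence within five deviations of library mean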;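 further: RGS4 expression induced by doxycycline in cells with stable M3 receptor; B-score is computed from the integrated fluorescence ratio over baseline after carbachol; higher B-score means a larger calcium signal and so more RGS4 inhibition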
KCNK3 inh – human KCNK3 channel inhibition, primary screen; O14649; CHO-KCNK3 thallium flux, FluxOR fluorescence; active compounds read low; B-score at 10 µM; actives 0.84% (n = 340,000); AID 602410;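 active means B-score under library mean minus 4 SD, starting fluorescence ratio at most library mean plus 5 SD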;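 further: more negative B-score means stronger inhibition of thallium flux through KCNK3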
RGS4 pot – potentiators or activators of RGS4 | HEK293 M3R/inducible RGS4, carbachol calcium flux Fluo4; active compounds read low | B-score at 10 µM | actives 0.92% (n = 310,000) | AID 463111;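 active means B-score of the integrated calcium signal more than 4 SD below the library mean, with starting fluorescence not abnormally high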;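 further: negative B-score means reduced calcium response which marks RGS4 activation or potentiation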
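test system = HEK293 cells with stable M3R and inducible RGS4 | schedule = recording 10 s baseline at 1 Hz, 100 s post-agonist | technique = Fluo4-AM (2 µM) calcium-flux fluorescence, kinetic read | measure = Agonist-evoked peak-minus-minimum fluorescence over baseline, integrated ratio, B score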
PolyA inh – inhibitors of polyadenylation in S. cerevisiae. S. cerevisiae SKY197-pL101 polyadenylation reporter, beta-gal luminescence; efflux-impaired pdr1/pdr3 knockout yeast; score 100 = 6 SD above DMSO. calls only at 12 µM. actives 0.02% (n = 300,000). AID 1875;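 active means lowest replicate activity score at least 50, where 100 means six control SD above control mean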;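 further: yeast exposed to compound for 9 h at 30 °C; higher score means more reporter readthrough which indicates perturbed polyadenylation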
GSK3beta inhib – human GSK3beta kinase inhibition; GST-GSK3beta kinase, ADP-Glo luminescence, 60 min; active compounds read low; activity score (negative = inhibition), % at 10 µM; actives 0.038% (n = 300,000); AID 2097;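 active means more than half of replicate wells score below -50%, meaning over 50% inhibition versus plate controls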;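 further: 0% = median DMSO wells and -100% = median GW8510 positive control wells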
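Test system – GST-tagged human GSK3beta kinase, cell-free · Incubation – 60 min enzyme reaction, room temperature · Signal – ADP-Glo luminescence · Also added – peptide substrate and ATP at 25 µM · Controls – DMSO neutral wells and GW8510 at 20 µM as positive · Buffer or medium – Tris/MgCl2 kinase buffer · Measure – Luminescence-derived activity versus plate DMSO and GW8510 wells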
KCNQ1 act – potentiates or activates the human KCNQ1 potassium channel; P51787; CHO-K1 KCNQ1, thallium flux FluxOR fluorescence; active compounds read high; B-score at 10 µM; actives 0.35% (n = 310,000);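 active means fluorescence ratio B-score, a plate-corrected score, at least three library SD, with initial intensity B-score within 5 SD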
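System: CHO-K1 cells stably expressing KCNQ1 / Medium: assay buffer for compound exposure, DMSO matched across wells / Reagent: thallium- and potassium-containing depolarizing buffer / Compound: one concentration, matched DMSO / Incubation: 20 min compound pretreatment at room temperature / Measured by: kinetic FluxOR fluorescence, 10 s baseline plus 110 s post-stimulus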
hERG rescue – compounds protecting human hERG from proarrhythmic drug block | Q12809 | CHO-hERG, FluxOR thallium flux, dofetilide IC70 present | activation (rescue from dofetilide block), less the hit threshold, % at 10 µM | actives 0.51% (n = 310,000) | AID 1511;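 active means activation above the mean of controls blocked by dofetilide plus 5 SD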;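 further: thallium influx through hERG after potassium depolarization seen as dye fluorescence rise; in these data hits start at about 4.7%; inactives centre near -7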
Target sequence (Q12809 whole entry, looked up): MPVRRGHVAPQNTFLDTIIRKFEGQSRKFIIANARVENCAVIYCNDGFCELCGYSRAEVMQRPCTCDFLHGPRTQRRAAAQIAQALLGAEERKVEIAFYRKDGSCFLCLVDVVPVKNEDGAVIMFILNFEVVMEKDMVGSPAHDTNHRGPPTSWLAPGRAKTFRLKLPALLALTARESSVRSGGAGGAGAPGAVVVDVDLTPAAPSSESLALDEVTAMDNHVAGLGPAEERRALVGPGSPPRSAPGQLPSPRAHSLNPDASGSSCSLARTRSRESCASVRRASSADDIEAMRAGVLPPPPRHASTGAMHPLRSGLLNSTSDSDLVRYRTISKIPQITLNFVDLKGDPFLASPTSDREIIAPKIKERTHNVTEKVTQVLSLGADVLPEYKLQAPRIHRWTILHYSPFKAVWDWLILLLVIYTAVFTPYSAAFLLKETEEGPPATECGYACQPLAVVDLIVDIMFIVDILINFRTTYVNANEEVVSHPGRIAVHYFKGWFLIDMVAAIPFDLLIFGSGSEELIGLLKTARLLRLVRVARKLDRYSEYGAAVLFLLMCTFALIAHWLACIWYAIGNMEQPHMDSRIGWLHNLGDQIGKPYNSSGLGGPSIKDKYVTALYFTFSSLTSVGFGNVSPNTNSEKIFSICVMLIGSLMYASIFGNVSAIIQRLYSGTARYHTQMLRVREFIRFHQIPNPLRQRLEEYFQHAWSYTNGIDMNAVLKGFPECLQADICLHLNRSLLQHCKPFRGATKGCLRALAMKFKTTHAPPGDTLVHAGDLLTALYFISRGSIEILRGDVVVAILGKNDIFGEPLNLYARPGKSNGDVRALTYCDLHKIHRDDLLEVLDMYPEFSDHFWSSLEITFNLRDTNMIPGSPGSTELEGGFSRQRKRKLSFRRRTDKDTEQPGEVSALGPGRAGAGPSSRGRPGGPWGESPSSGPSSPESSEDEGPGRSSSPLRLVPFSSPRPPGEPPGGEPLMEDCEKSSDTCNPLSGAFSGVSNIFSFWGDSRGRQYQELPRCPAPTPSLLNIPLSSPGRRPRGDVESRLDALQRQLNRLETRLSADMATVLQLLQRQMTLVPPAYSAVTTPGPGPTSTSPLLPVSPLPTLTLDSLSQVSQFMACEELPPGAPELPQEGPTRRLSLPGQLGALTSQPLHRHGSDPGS
GSK3 alpha inh – blocks human GSK-3 alpha kinase; actives 0.1% (n = 320,000); inhibition, % at 10 µM; ADP-Glo luminescence, 60 min; P49840; AID 2650;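 in the data active means inhibition above about 50%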;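 further: GST-tagged GSK-3 alpha with peptide substrate and 25 µM ATP; 0% = DMSO neutral wells and 100% = GW8510 positive control wells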
* marks the source's active call; other numbers are inactive results; i = inactive; x = not tested or not shown. An excerpt. The share of hits here may be higher or lower than overall.

SMILES	DYRK1A inh	KCNQ1 inh	KCNK9 inh	RGS4 inh	KCNK3 inh	RGS4 pot	PolyA inh	GSK3beta inhib	KCNQ1 act	hERG rescue	GSK3 alpha inh
CCOC(=O)CC/C(C)=N\N=C1\SC(CC(=O)O)C(=O)N1c1ccccc1 (configuration not stated)	13	i	i	i	i	i	x	-2	i	-1	-1
Cc1cc(NC(=O)Cn2c(C)nc3ccccc3c2=O)ccc1Br	5	i	i	i	i	i	i	3	i	-12	0
CCOc1ccc(N2CC(C(=O)Nc3ccccc3F)CC2=O)cc1 (configuration not stated)	1	i	i	i	i	i	i	0	i	-9	-4
C#CCSc1[nH]c(=O)cc(C)c1C#N	9	i	i	i	i	i	i	-3	i	-3	-4
O=C1C2C(c3ccccc3)C=CC(c3ccccc3)C2C(=O)N1c1cccnc1 (configuration not stated)	1	i	i	i	i	i	i	1	i	1	1
Cc1cc(NC(=O)CCC(=O)N(CC(=O)NC2CCCC2)c2cccc(F)c2)no1	-6	i	i	i	i	i	i	-5	i	-5	0
COCCN(C(=O)CSCc1ccccc1)c1c(N)n(Cc2ccccc2)c(=O)[nH]c1=O	-1	i	i	i	i	i	i	3	i	-10	0
Cc1ncc([N+](=O)[O-])n1Cc1ccc(Br)cc1	-3	i	i	i	i	i	i	-3	i	-5	-1
CCn1c(COc2cccc(OC)c2)nnc1SCC(=O)Nc1cc(OC)ccc1OC	2	i	i	i	i	i	i	0	i	-18	-2
C=CCn1c(=NC(=O)c2ccco2)sc2cc(C(=O)OCC)ccc21	-6	i	i	i	i	i	i	0	i	-6	2
Cc1cccc(C(C)(C)C)c1OCCn1ccnc1	6	i	i	i	i	i	i	-1	i	-11	-1
Cc1ccc(-n2c(-c3ccncc3)n[nH]c2=S)cc1	-5	i	i	i	i	i	i	1	i	-15	0
CN(C)CCn1c2c(c(SCC(=O)NCc3ccccc3)nc1=O)CCCC2	x	i	i	i	i	i	i	-2	i	-11	-2
COc1ccc(-c2nn[nH]n2)cc1OC	6	x	x	x	i	x	i	-2	x	x	-1
COCCn1c(=N)c(S(=O)(=O)c2ccc(F)cc2)cc2c(=O)n3cccc(C)c3nc21	2	i	i	i	i	i	i	x	i	-4	0
COc1ccccc1NC(=O)N1CCCC1C(=O)NCCc1ccccc1 (configuration not stated)	x	i	i	i	i	i	i	-4	i	-6	-1
Cc1cc(NC(=O)COC(=O)C2CC(=O)N(c3cccc(C)c3C)C2)no1 (configuration not stated)	0	i	i	i	i	i	i	3	i	-4	-3
Cc1ccnc(NC(=O)C(C)N2C(=O)c3ccccc3C2=O)c1 (configuration not stated)	1	i	i	i	i	i	i	-14	i	-13	x
CCOc1ccc(NC(=O)C(CC(=O)O)Cc2ccc(C)cc2)cc1 (configuration not stated)	-2	i	i	i	i	i	i	3	i	-11	-3
O=S(=O)(Nc1ccc(Cl)cc1)c1cccc2nsnc12	-1	i	i	i	i	i	i	-3	i	-5	-1
Cc1ccc(C2C(C(=O)c3sc(C)nc3C)=C(O)C(=O)N2CCN2CCOCC2)o1 (configuration not stated)	-10	i	i	i	i	i	i	5	i	-8	-5
COC(=O)CC1(c2ccc(OC)cc2)C(=O)c2ccccc2C1=O	2	i	i	i	i	i	i	3	i	-10	0
CCOc1ccc(-c2nnc(NC3=NCCCCC3)o2)cc1	0	i	i	i	i	i	i	2	i	-8	-2
CCn1c(=O)c(CCC(=O)NCC2CCCO2)c(C)c2c(C)nn(-c3ccc(C)cc3)c21 (configuration not stated)	1	i	i	i	i	i	i	-3	i	-5	-1
CCN(CC)S(=O)(=O)c1ccc2c(c1)nc(SCC(=O)NC1CC1)n2-c1ccccc1OC	-1	i	i	i	i	i	i	2	i	-10	-1
O=C(NCC1CCCO1)c1ccc(NC(=O)c2cccc([N+](=O)[O-])c2)cc1 (configuration not stated)	-4	i	i	i	i	i	i	3	i	-2	-3
Cc1c(N=C2NC(=O)/C(=C/c3cccc([N+](=O)[O-])c3)S2)c(=O)n(-c2ccccc2)n1C	x	i	i	i	x	i	i	-2	i	-9	-3
COCCOC(=O)c1c(C)n(C)c2ccc(OC(=O)c3ccccc3OC)cc12	8	i	i	i	i	i	i	0	i	-12	-3
COc1cc(NS(=O)(=O)c2ccc(NC(=S)NC(=O)c3ccco3)cc2)ncn1	-2	i	i	i	i	i	i	5	i	4	3
CCCc1nc(Nc2nc3ccccc3o2)nc(C)c1C(=O)OCC	6	i	i	i	i	i	i	-5	i	-12	-2
CN1CCN(C(=O)/C(=C\c2cccs2)NC(=O)c2ccccc2)CC1	-2	i	i	i	i	i	i	-1	i	-7	2
O=C(CN1C(=O)CSCC1=O)NCc1ccc(F)cc1	1	i	i	i	i	i	i	-3	i	-2	1
N/C(Cc1ccc([N+](=O)[O-])cc1)=N\OC(=O)c1ccc2ccccc2c1	0	i	i	i	i	i	i	1	i	-6	-2
CCOC(=O)Nc1ccc(=O)n(Cc2c(Cl)cccc2Cl)c1	1	i	i	7.7*	i	i	i	-10	i	-7	0
COc1ccc(N2CCN(C(=O)C3CCCN(c4ncnc5c4nc4n5CCCCC4)C3)CC2)cc1 (configuration not stated)	1	i	i	i	i	i	i	0	i	-19	2
N#C/C(=C\c1ccccc1Cl)C(=O)Nc1ccccn1	-1	i	i	i	i	i	i	1	i	0	-3
CCn1ccnc1CN(C)Cc1nc(-c2cccc(Cl)c2)no1	-2	i	i	i	i	i	i	-4	i	-17	-3
Cc1cccc(N2CN=c3s/c(=C\c4ccncc4)c(=O)n3C2)c1	11	i	i	i	i	i	i	1	i	-9	x
COc1ccc(S(=O)(=O)N2CCCC2CNC(=O)c2cccc(OC)c2)cc1 (configuration not stated)	1	i	i	i	i	i	i	-1	i	-14	-2
CC(NC(=O)C(=O)N/N=C\c1cccc([N+](=O)[O-])c1)c1ccccc1 (configuration not stated)	1	i	i	i	i	i	i	1	i	-2	-2
O=S(=O)(NCc1ccc(F)cc1)c1ccc(-n2cnnn2)cc1	-1	i	i	i	i	i	i	-2	i	-7	x
CCN(CC)C(=O)n1nc(C)c(CN2C(=O)c3ccccc3C2=O)c1C	-8	i	i	i	i	i	i	-3	i	-1	3
O=C(COc1ccccc1)N1CCCCCCC1	0	i	i	i	i	i	i	1	i	-7	-3
COc1ccc(CCNC(=O)COC(=O)Cc2cccc3ccccc23)cc1	0	i	i	i	i	i	i	-1	i	-5	-4
CC1Oc2ccccc2N(CC(=O)Nc2ccc3c(c2)OCO3)C1=O (configuration not stated)	0	i	i	i	i	i	i	-1	i	-1	-3
COc1ccccc1NC(=O)CC1Nc2ccccc2NC1=O (configuration not stated)	-3	i	i	i	i	i	i	-1	i	-16	-6
COc1cccc(C(C(=O)NCC2CCCO2)N(C(=O)Cn2nnc3ccccc32)c2ccc(NC(C)=O)cc2)c1 (configuration not stated)	-4	i	i	i	i	i	i	0	i	-7	0
O=S1(=O)CCN(OCc2ccc(Cl)cc2)CC1	-3	i	i	i	i	i	i	3	i	-18	-4
Cc1cc(-c2ccc(C)c(S(=O)(=O)N3CCN(c4ccc([N+](=O)[O-])cc4)CC3)c2)on1	3	i	i	i	i	i	i	x	i	-16	-1
CC(C)Cc1ccc(C(C)C(=O)Nc2ccccc2O)cc1 (configuration not stated)	2	i	i	i	i	i	i	1	i	-18	-2
Clc1ccc(OCCn2ccnc2)c(Br)c1	4	i	i	i	i	i	i	-1	i	0	1
Oc1cc2c(cc1CN1CCN(c3cccc(C(F)(F)F)c3)CC1)CCC2	15	i	i	i	-9.4*	i	i	2	i	-14	-1
COCCC(=O)N1CCC(n2nccc2NC(=O)c2ccccc2C)CC1	x	i	i	i	i	i	i	0	i	-3	-3
Cc1ccc(S(=O)(=O)N2CCC(C(=O)N3CCC(C(=O)NCc4cccnc4)CC3)CC2)cc1	-2	i	i	i	i	i	i	-3	i	1	-4
COc1cc(OC)c(NC(=O)c2ccc3c(SCC(=O)O)c4c(nc3c2)CCCC4)cc1Cl	-4	i	i	i	i	i	i	2	i	-5	-1
CC(=O)c1ccc(-c2cccc(-c3nc4ccccn4c3NC3CCCCC3)c2)cc1	9	i	-7.7*	i	i	i	i	2	i	-6	-3
COc1ccc(NC2CCCN(C(=O)c3csc(C(C)C)n3)C2)cc1OC (configuration not stated)	-2	i	i	i	i	i	i	-1	i	-8	1
OCC1OC(n2cnc3c(NC4CCCC4)ncnc32)C(O)C1O (configuration not stated)	1	i	i	4.7*	i	i	i	1	i	-4	3
O=C1c2ccccc2C(=O)N1Cc1cc(-c2ccccc2)no1	-3	i	i	i	i	i	i	-3	i	2	2
Cc1ccc(NC(=O)c2oc(=O)c3ccccc3c2-c2ccccc2)c(C)c1	-3	i	i	i	i	i	i	-2	i	-9	-1
(listing goes on)
SMILES	DYRK1A inh	KCNQ1 inh	KCNK9 inh	RGS4 inh	KCNK3 inh	RGS4 pot	PolyA inh	GSK3beta inhib	KCNQ1 act	hERG rescue	GSK3 alpha inh
CCN(CC)S(=O)(=O)c1ccc2nnn(O)c2c1	-2	i	i	i	i	i	i	1	i	-11	-1
COc1ccc(-n2c(=S)[nH]c3cc(C(=O)NCc4cccnc4)ccc3c2=O)c(OC)c1	-4	i	i	i	i	i	i	1	i	-14	0
CCCCN(S(=O)(=O)c1ccccc1)S(=O)(=O)c1ccccc1	5	i	i	i	i	i	i	0	i	-4	-3
Cc1ccc(S(=O)(=O)N2CCN(C(=O)C3CCCO3)CC2)cc1 (configuration not stated)	-4	i	i	i	i	i	i	3	i	-6	-2
S=c1[nH]nc(-c2ccncc2)n1/N=C/c1cccc2ccccc12	x	i	i	i	x	i	i	-1	i	-8	-3
COc1ccc(C(=O)NN=C(Cc2ccccc2)Cc2ccccc2)cc1OC	2	i	i	i	i	i	i	2	i	-3	0

Some values from above.
Result of S=c1[nH]nc(-c2ccncc2)n1/N=C/c1cccc2ccccc12 under GSK3 alpha inh: -3
Result of CCN(CC)S(=O)(=O)c1ccc2nnn(O)c2c1 under GSK3beta inhib: 1

Screening results deposited in PubChem BioAssay by several laboratories.
